Screening results (PubChem BioAssay)
NR2E3 ag-1 = inhibitors of NR2E3-RetCOR corepressor binding, primary screen, NR2E3 agonist project, biochemical, TR-FRET, GST-NR2E3, biotin-RetCOR. Photoreceptor-specific nuclear receptor (Homo sapiens), Q9Y5X4. 1536-well. inhibition of corepressor binding, % at 4.78 µM. 320,000 compounds, 0.12% hits. AID 2300, 2010;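 active means percent inhibition above the cutoff of mean plus 3 SD of all tested compounds, set per screening campaign, cut at about 20% in these data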;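 further: 0% = DMSO wells and 100% = biotin wells as full block of FRET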
Target sequence (Q9Y5X4 whole entry, looked up): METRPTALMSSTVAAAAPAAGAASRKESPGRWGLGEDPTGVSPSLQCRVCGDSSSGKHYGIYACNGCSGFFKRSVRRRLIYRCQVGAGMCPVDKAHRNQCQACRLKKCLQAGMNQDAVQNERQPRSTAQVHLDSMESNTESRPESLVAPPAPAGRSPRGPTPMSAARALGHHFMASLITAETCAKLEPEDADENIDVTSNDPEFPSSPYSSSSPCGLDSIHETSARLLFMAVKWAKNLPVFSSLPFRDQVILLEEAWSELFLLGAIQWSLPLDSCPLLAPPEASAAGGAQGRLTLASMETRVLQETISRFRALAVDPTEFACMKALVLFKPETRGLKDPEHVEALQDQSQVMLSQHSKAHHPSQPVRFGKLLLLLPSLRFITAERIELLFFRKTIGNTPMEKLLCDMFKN
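Material: NR2E3–RetCOR corepressor complex | Quantity: 1.35 nM GST-tagged NR2E3 final | Schedule: 5 h at 4 °C | Replication: Singlicate compound wells | Reagent: RetCOR corepressor, biotinylated, 7 nM | Controls: Biotin wells as high control, 0.6% DMSO wells as low control | Signal: TR-FRET, Eu(K)-anti-GST donor, streptavidin-D2 acceptor, ex 340, em 617/671 nm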
HIF-2a inh = HIF-2a reporter inhibitors, primary screen, luminescence, 786-0 RCC cells; 786-0 RCC cells HIF-2a reporter, luciferase luminescence, overnight; 360,000 compounds, 0.72% hits; inhibition, % at 18.8 µM; AID 624352, 2012;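 active means inhibition of the luminescence signal of 40% or more relative to plate controls, in a single-dose primary screen at 18.75 µM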
Peg3 promoter = Peg3 promoter-driven luciferase inhibitors, primary screen, cell-based, HeLa, luciferase luminescence; 360,000 compounds, 1.7% hits; HeLa PEG-Prom luciferase reporter, overnight; inhibition, % at 20 µM; AID 588405, 2011;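 active means inhibition of at least 50% at 20 µM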
hiPSC survival = enhancers of single-cell hiPSC survival, primary screen, ATPlite luminescence. 100% = ROCK inhibitor wells, 0% = DMSO. survival enhancement, % at 20 µM. 360,000 compounds, 0.044% hits; in the data active means survival enhancement above about 18%;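 further: cells exposed to compounds for 16 hours before the ATP read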
CF NFkB block = inhibitors of PAF-induced NF-kB signaling, primary screen, cell-based, GFP fluorescence, uHTS. KKLEB NF-kB-GFP reporter, GFP fluorescence overnight. inhibition, % at 5 µM. 360,000 compounds, 0.86% hits. AID 588850, 2011;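 active means at least 50% inhibition at 5 µM, scaled per plate between neutral and stimulator controls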;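 further: PAF is a Pseudomonas aeruginosa culture filtrate used as stimulus; plate controls were PAF-stimulated DMSO wells for no effect and unstimulated DMSO wells for full effect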
NR2E3 ag-2 = NR2E3 agonists in two-hybrid cells, primary screen, cell-based, luminescence, CHO-S, Gal4-NCOR/VP16-NR2E3; Photoreceptor-specific nuclear receptor (Homo sapiens), Q9Y5X4; luciferase; inhibition of corepressor binding, % at 3.98 µM; 360,000 compounds, 0.35% hits; AID 602229, 2012;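 active means inhibition above the mean of all tested compounds plus 3 SD, cut at about 70% in these data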;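 further: 0% = DMSO with NR2E3 transfected cells and 100% = cells lacking NR2E3 construct; higher means lower luciferase signal from less NR2E3 corepressor binding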
TRAIL sens C8 = viability loss with TRAIL in NB7+C8 cells, primary screen, TRAIL sensitizer project, cell-based, ATPlite luminescence; AID 624354, 2012; inhibition (viability loss, TRAIL sensitization), % at 10 µM; 360,000 compounds, 1% hits;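 active means compounds causing at least 50% loss of cell viability in the single-dose screen, relative to plate controls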
Shn3 3UTR inh = reduction of Shn3 3'UTR firefly luciferase signal, primary screen, Schnurri-3 inhibitor project, cell-based, Clone20 osteoblasts, set 2 | Clone20 osteoblast Shn3 3'UTR firefly luciferase, 24 h | inhibition, % at 12.5 µM | 360,000 compounds, 0.52% hits | AID 588674, 2011;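 active means mean inhibition of at least 75% with every replicate also reaching 75%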;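 further: 0% = median of neutral control wells and 100% = pilot-screen positive control compound; some compounds past the cut are filed as inactive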
KKLEB cytotox = cytotoxicity in KKLEB CF airway cells, primary screen, cytotoxicity control for CF NF-kB inhibitor project, cell-based, uHTS, fluorescence assay plates. KKLEB CF airway cells viability, ATPlite luminescence, overnight; active compounds read low; cells stimulated with P. aeruginosa culture filtrate. activity change (cytotoxicity), % at 5 µM. 360,000 compounds, 0.36% hits;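 active means corrected activity change at or below -50% at 5 µM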
MITF TRPM1 inh = inhibitors of MITF-dependent TRPM1 promoter reporter, primary screen, cell-based, SK-MEL-5, single point, luciferase | inhibition, % at 12.5 µM | 330,000 compounds, 0.83% hits | SK-MEL-5 TRPM1 promoter luciferase, 24 h | AID 488899, 2010;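 active means mean inhibition across replicates of 60% or more, whatever share of single replicates reaches that level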; further: values of inactives mirror those of a sister screen read the other way
LMP1 NFkB inh = EBV LMP1-driven NF-kappaB luciferase reporter inhibitors, primary screen, cell-based, luminescence, single point; 350,000 compounds, 0.69% hits; inhibition, % at 12.5 µM; LMP1-induced NF-kappaB luciferase reporter cells; AID 504558, 2011; in the data active means inhibition above about 41%;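 further: 0% = neutral control wells and 100% = reference inhibitor control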
Numbers without * were called inactive; / = no result given. The list is partial; the hit share may differ from the screen's.

SMILES	NR2E3 ag-1	HIF-2a inh	Peg3 promoter	hiPSC survival	CF NFkB block	NR2E3 ag-2	TRAIL sens C8	Shn3 3UTR inh	KKLEB cytotox	MITF TRPM1 inh	LMP1 NFkB inh
O=C1COc2ccc(C(=O)COC(=O)C3CC(O)CN3S(=O)(=O)c3ccc(Cl)cc3)cc2N1 (configuration not stated)	1	13	-1	0.8	14	-4	6	-16	-6	3	-1
CCCCn1c(=O)c(CCC(=O)OCC(=O)NC(C)c2ccccc2)nc2ccccc21 (configuration not stated)	2	9	15	-0.1	5	-8	-2	14	-2	-7	-3
COC(=O)c1ccc(CNC(=O)c2cc(COc3cncc(Cl)c3)on2)cc1	-1	-23	-1	-0.4	34	-6	25	9	-1	-6	17
CCOC(=O)c1sc2nc(CC(=O)OC)nc(N3CCN(c4ccccn4)CC3)c2c1C	1	17	38	-2.3	10	-29	-9	17	4	-4	7
CCC(=O)Nc1cccc(C(=O)/C=C/c2ccc(F)cc2)c1	1	27	100*	-3.9	47	-12	1	1	0	62*	-8
COC(=O)C(CC(=O)c1ccc(Br)cc1)n1nc(C)cc1C (configuration not stated)	4	18	11	0.0	-9	-15	-1	3	-8	1	-2
COc1ccc(CCNC(=O)CSc2nc(N)c3c(C)c(C)oc3n2)cc1OC	0	4	5	2.1	1	-24	-3	8	-4	8	-7
CN1CCN(C(=O)c2cccc(COc3cc(Cl)ccc3Cl)c2)CC1	-1	-198	-232	4.0	5	-197	-1	14	-10	-72	-37
Cc1cc(C(=O)N/N=C/C=C/c2ccccc2[N+](=O)[O-])c(C)o1	-1	-29	-14	0.9	-1	6	-1	4	0	-11	-4
CCOc1ccc(NC(=O)NNC(=O)C(C)Oc2ccccc2OC)cc1 (configuration not stated)	2	11	4	-0.3	20	-16	-4	8	-16	1	-18
C/C(=N\NC(=O)c1csc(C)c1C)c1ccc(C)s1	2	-181	-214	0.4	10	-76	13	-57	6	-44	-24
Cc1cc(Cl)ccc1OCC(=O)Nc1cccc(S(=O)(=O)N2CCCC2)c1	-1	-59	-45	-0.5	17	-1	-4	3	-6	-24	-1
COC(=O)c1cccc(NC(=O)CSc2nnnn2C)c1	-2	-35	-9	-1.0	-9	-14	-6	-21	3	-3	-2
O=C(CCl)Nc1ccc(Oc2cnc3ccccc3n2)cc1	-1	-58	-67	-3.2	16	-10	93*	-8	-2	32	-9
CCOc1ccc(S(=O)(=O)N2CCCC(C(=O)NCc3cccnc3)C2)cc1 (configuration not stated)	2	4	27	0.1	11	-5	-4	14	-2	1	-1
CN(Cc1cccs1)C(=O)COc1cccc(-n2cnnn2)c1	1	5	10	0.2	-8	2	-2	-15	6	2	1
Fc1ccc(-c2nnc(NC3=NCCCCC3)o2)cc1	3	67*	82*	-6.6	6	-16	75*	58	-10	62*	65*
CC(=O)Nc1sc(C)c(C)c1C(=O)OCC(=O)Nc1cccc(C)c1	/	-6	90*	1.1	43	14	24	19	-27	3	-10
O=C(c1cc2ccccc2oc1=O)N1CCCCCCC1	3	6	8	-0.5	0	1	-2	-5	11	10	-1
CC1(C)OC(=O)C(=NNc2ccc(C(=O)O)cc2)C(=O)O1	5	13	10	-0.1	-5	-11	-1	-31	0	1	-17

Compound profiles, as listed above. Order of values: NR2E3 ag-1 | HIF-2a inh | Peg3 promoter | hiPSC survival | CF NFkB block | NR2E3 ag-2 | TRAIL sens C8 | Shn3 3UTR inh | KKLEB cytotox | MITF TRPM1 inh | LMP1 NFkB inh
C/C(=N\NC(=O)c1csc(C)c1C)c1ccc(C)s1 is entered as 2 | -181 | -214 | 0.4 | 10 | -76 | 13 | -57 | 6 | -44 | -24
O=C(CCl)Nc1ccc(Oc2cnc3ccccc3n2)cc1 is entered as -1 | -58 | -67 | -3.2 | 16 | -10 | 93* | -8 | -2 | 32 | -9

(listing goes on)
SMILES	NR2E3 ag-1	HIF-2a inh	Peg3 promoter	hiPSC survival	CF NFkB block	NR2E3 ag-2	TRAIL sens C8	Shn3 3UTR inh	KKLEB cytotox	MITF TRPM1 inh	LMP1 NFkB inh
CN(Cc1nc2ccccc2c(=O)[nH]1)C(=O)c1ccccc1OCc1ccc(Cl)cc1	1	1	1	2.0	11	-32	-9	-6	4	-7	0
CC(C)OCCCNC(=O)COc1ccc2oc3c(c2c1)CCCC3	6	14	8	0.6	20	-13	-9	8	-14	9	-3
Cc1ccc(NCC(=O)Nc2cccc(S(=O)(=O)N(C)C)c2)c(Cl)c1	0	-27	-31	-3.2	17	-8	2	23	-1	10	-3
O=c1ccc(S(=O)(=O)N2CCC(Cc3ccccc3)CC2)c[nH]1	0	16	20	1.0	-1	-4	0	10	3	-2	1
CCN=C1SC(CC(=O)NC(C)C)C(=O)N1CC (configuration not stated)	3	14	5	0.4	4	-8	-16	-13	4	5	-11
O=C(Nc1ccccc1Cl)c1cccc(COc2cc(Cl)ccc2Cl)c1	2	-144	-169	-2.1	41	-178	-2	-46	-35	-41	-27
CCOc1cccc(Cc2c[nH]c(=O)[nH]c2=O)c1	/	8	7	4.9	13	-12	1	-1	4	/	-2
CC1(C)C2CCC1(C)C(OC(=O)C[n+]1ccccc1)C2 (configuration not stated)	0	17	10	-0.6	-17	7	5	-3	5	-4	-2
Cc1ccc(C)c(SCC(=O)N(C)CC(=O)Nc2ccc(N3CCOCC3)cc2)c1	0	12	11	-0.5	-2	-27	0	13	1	-7	9
O=C(c1cc(-c2cccnc2)nc2ccccc12)N1CCN(S(=O)(=O)c2cccs2)CC1	0	11	9	1.5	14	5	-15	-4	-31	10	2
CCOc1cc(C(=O)O/N=C(\N)c2ccc([N+](=O)[O-])cc2)cc(OCC)c1OCC	-1	-3	6	3.2	-7	-7	37	-3	16	5	2
O=C(O)c1c(-n2cccc2)sc2c1CCCC2	1	11	7	-0.8	14	-9	0	-2	3	-7	-3
Cc1ccc(C2Nc3ccccc3C(=O)N2Cc2ccco2)cc1 (configuration not stated)	2	-34	-5	-1.2	-1	-22	12	5	6	13	0
O=[N+]([O-])c1cc(S(=O)(=O)NC2=NCCCCC2)ccc1Cl	-1	5	16	-0.5	-15	2	-15	-6	-2	7	-11
O=C(COc1ccc([N+](=O)[O-])cc1)Nc1ccc2c(c1)CCC2	2	-200	-73	5.0	-3	-59	-8	-35	2	-10	-12
C=CCc1cccc2cc(C(=O)N(C)C)c(=O)oc12	1	5	-21	-0.9	19	-16	3	-7	-15	4	-13
COc1ccc(CCNC(=O)c2c(C)nn(-c3ccccc3)c2Cl)cc1OC	-4	25	5	-0.6	9	-25	2	8	-1	-6	13
Cc1cc(C(=O)N/N=C2\CC(=O)CC(C)(C)C2)c(C)n1-c1ccccc1	-1	0	11	0.8	-6	9	0	5	5	15	0
Cc1cc(C)cc(N2CCCn3c2nc2c3c(=O)n(CC(=O)OCc3ccccc3)c(=O)n2C)c1	-2	14	14	-1.0	-8	-22	6	1	-7	13	13
CN(C)c1ccc(O)c2c1CC1CC3[C@@H](N(C)C)C(=O)C(C(N)=O)=C(O)[C@]3(O)C(=O)C1=C2O (some centres not stated)	5	7	-6	-3.1	21	-25	-13	19	25	11	2
Cc1onc(-c2c(F)cccc2Cl)c1C(=O)NCCO	0	21	9	-0.4	3	5	-6	7	4	-7	4
c1ccc(OCCNc2nc(NCC3CC3)nc3cc(-c4ccccc4)sc23)cc1	/	-218	47	-1.1	15	-55	17	64	-29	/	/
COc1ccc(/C=C/C(=O)NC(=S)N2CCN(c3ccccn3)CC2)cc1	4	-102	-51	1.4	-2	-7	-9	-10	-2	/	/
Cc1nnc(SCCn2c(N(C)Cc3ccccc3)nc3c2c(=O)[nH]c(=O)n3C)s1	1	5	12	2.0	10	-4	-8	-9	-11	/	-2
Cc1cc(NC(=O)CCc2ccc(C)o2)no1	-2	-15	-9	4.3	0	18	-4	19	1	-20	-1
O=C(NCc1ccccc1F)C1CCCN(C(=O)NC2CCCCC2)C1 (configuration not stated)	3	13	17	3.3	-11	6	-17	-8	4	-2	-1
CSc1ccccc1NC(=O)Cn1ccsc1=N	5	17	-4	-1.0	6	-25	0	4	0	-4	0
O=C(c1cn(-c2ccccc2)nc1-c1cccc(Br)c1)N1CCOCC1	2	-21	-1	0.1	2	-24	-2	67	-7	-10	-8
Cc1c(Cl)cccc1NC(=O)C1COc2ccccc2O1 (configuration not stated)	3	-48	-20	-0.5	1	11	13	-18	6	/	-7
Cc1ccc(OCCSCc2nc3ccccc3[nH]2)cc1	-2	2	-7	-0.8	-5	22	-21	24	1	-14	1
CCN1CCN(C(c2ccccc2)c2nnnn2Cc2ccc3c(c2)OCO3)CC1 (configuration not stated)	-2	12	5	0.1	-16	-2	-8	4	12	-6	2
COCc1ccc(CN2CCCCC2C(=O)Nc2ccc(Oc3ccccc3)nc2)o1 (configuration not stated)	-1	-4	16	0.1	-40	9	6	-7	25	-3	-1
CC1(CCc2ccccc2)NC(=O)N(CC(=O)Nc2ccc(S(N)(=O)=O)cc2)C1=O (configuration not stated)	4	23	5	-0.5	-13	-24	0	12	10	-14	1
OC(CNCc1ccncc1)c1ccccc1 (configuration not stated)	2	21	0	-0.6	9	-32	-14	-11	-12	-6	-14
N#Cc1ccc(NC(=O)CSc2n[nH]c(=O)n2C2CC2)cc1	-3	19	7	0.4	4	-21	1	-8	-9	-4	-1
O=C(/C=C/c1ccccc1)NC1CCSC1=O (configuration not stated)	-1	-115	-91	0.8	12	-23	-3	-44	5	-32	-14
COc1ccccc1CNCC(=O)Nc1cc(S(=O)(=O)N2CCOCC2)ccc1Cl	5	5	9	0.5	-4	2	2	11	0	3	8
CS(=O)(=O)Nn1cnc2ccccc2c1=O	-4	4	-6	-3.7	-3	24	14	0	7	-2	-1
Fc1ccc(Oc2nnnn2-c2ccccc2)cc1	-4	-1	1	-0.2	-21	-34	0	-8	7	-18	-1
COc1ccc2nc(C)cc(N3CCOCC3)c2c1	0	11	3	1.3	3	-17	-1	3	-7	0	8
Clc1ccc(COn2c(-c3ccc(Cl)cc3)nc3ccccc32)cc1	2	-30	-2	0.4	-9	-57	2	-11	-8	-3	-9
CC(=O)C1C(c2ccc(Br)cc2)c2c(noc2C)CC1(C)O (configuration not stated)	-2	18	7	-0.1	-12	27	-12	-40	5	-5	7
